RNase H inhibition: RNase H inhibition, HIV 1 Gag Pol polyprotein, FRET biochemical assay, screening (AID 372); HIV-1 RT RNase H, FRET RNA/DNA substrate fluorescence; higher % means a stronger effect; 0.77% of 100,000 active; inhibition, % at 10 µM, or IC50 in µM where a hit was titrated; in the data active = inhibition above about 50%
The depositor's hits bear a star.

Start of the listing, in advance:
SMILES	RNase H inhibition
O=C(NCc1ccco1)C1CC(=O)N(c2ccc(Br)cc2)C1 (stereo not drawn)	0.0%
CNS(=O)(=O)c1ccc(N/C=C(\C=O)c2nc3cc(Cl)ccc3o2)cc1	3.0%
O=C(Nc1ccc(F)cc1)Nc1cccc(NC(=O)Nc2ccc(F)cc2)c1	15.0%

Results, repeating the preview:
SMILES	RNase H inhibition
O=C(NCc1ccco1)C1CC(=O)N(c2ccc(Br)cc2)C1 (stereo not drawn)	0.0%
CNS(=O)(=O)c1ccc(N/C=C(\C=O)c2nc3cc(Cl)ccc3o2)cc1	3.0%
O=C(Nc1ccc(F)cc1)Nc1cccc(NC(=O)Nc2ccc(F)cc2)c1	15.0%
O=C(Nc1ccc(Cl)c(C(F)(F)F)c1)c1ccc(Cl)c([N+](=O)[O-])c1	7.0%
Cc1cccc(C)c1NC(=S)NC(=O)Cc1ccc(Cl)cc1	0.0%
CC1(C)CC(NC(=O)C(=O)Nc2ccccc2)CC(C)(C)N1	6.0%
O=C1NC(=O)C(=Cc2ccc(OCc3cccc4ccccc34)cc2)C(=O)N1	44.0%
Cc1ccc(NC(=O)CC2Sc3ccccc3NC2=O)cc1 (stereo not drawn)	15.0%
CCOc1ccccc1OCCOCCOc1ccc(Br)cc1Cl	0.0%
CCN(CC)C(=O)c1sc(NC(=O)c2cc(Cl)ccc2OC)c(C#N)c1C	7.0%
CCc1ccc(N2CC(C(=O)NC3CCCCC3)CC2=O)cc1 (stereo not drawn)	6.0%
O=C(COc1ccc2ccc(=O)oc2c1)Nc1cccc2ccccc12	9.0%
Cc1ccc(S(=O)(=O)N(C)/C(=N/S(=O)(=O)c2ccccc2)c2ccccc2)cc1	12.0%
c1ccc(NC2=Nc3ccccc3CCC2)cc1	7.0%
CC(C)OC(=O)C1C(c2ccccc2)C(C(=O)O)C1c1ccccc1 (stereo not drawn)	7.0%
Cc1ccc(C(=O)NC23CCC4CC(CC(C4)C2)C3)cc1	0.0%
Cc1ccccc1NC(=O)/C(C#N)=C\c1cc(C)n(-c2sc3c(c2C#N)CCCC3)c1C	0.0%
COc1ccc(C(=O)Nc2cc(C)nc3ccccc23)cc1OC	7.0%
CN(C)CCCNC(=O)CN(c1cccc(Cl)c1)S(=O)(=O)c1ccccc1	3.0%
Cc1c(Cc2ccccc2)c(Nc2ccc(F)cc2)n2c(nc3ccccc32)c1C#N	15.0%
O=C(NN1C(=O)/C(=C/c2ccc(Cl)cc2Cl)SC1=S)c1ccccc1O	12.0%
CC(C)(C)c1ccc(C(c2ccccc2)C2([N+](=O)[O-])C(=O)c3ccccc3C2=O)cc1 (stereo not drawn)	2.0%
COC(=O)C1=C(C)NC2=C(C(=O)CCC2)C1c1cc(OC)c(OC)c(OC)c1 (stereo not drawn)	7.0%
CCc1ccc(C=Nn2c(-c3ccc(Cl)cc3Cl)n[nH]c2=S)cc1	18.0%
CCOC(=O)c1c(/N=C/c2c(O)ccc3ccccc23)sc2c1CCCC2	0.0%
O=C(Nc1ccc2nn(-c3ccc(Cl)cc3)nc2c1)c1ccc(F)cc1	46.0%
Cc1ccc(C(=O)Nc2c(C(=O)N3CCC(C(N)=O)CC3)cnn2-c2ccccc2)cc1	2.0%
O=P(CCN1CCOC1c1cccnc1)(c1ccccc1)c1ccccc1 (stereo not drawn)	0.0%
COC(=O)c1cn(C(=O)c2ccco2)c2ccccc12	14.0%
CN1C(=O)/C(=C/c2ccc(-c3ccc(C(=O)O)cc3)o2)SC1=S	16.0%
COc1cc(/C=c2\sc3nc4cc(C)c(C)cc4n3c2=O)ccc1OC(C)=O	5.0%
COc1ccc([N+](=O)[O-])cc1N=Cc1sccc1C	15.0%
O=C(Cc1ccccc1)Nc1cccc(-c2nc3ccccc3c(=O)o2)c1	3.0%
Cc1cc(Br)cc(/C=N/NC(=O)c2cncc(Br)c2)c1O	10.0%
COc1ccc(C(=O)/C=C/Nc2cccc(C)c2)cc1	18.0%
O=C1OC(c2ccccc2)=N/C1=C/c1ccc(N2CCCCC2)c([N+](=O)[O-])c1	20.0%
CCCOc1cccc(C(=O)Nc2cc([N+](=O)[O-])ccc2Cl)c1	13.0%
CCCCNCCOCCOc1ccc(OC)cc1	8.0%
O=C(Nc1cc(Cl)ccc1C(=O)O)c1cccs1	2.0%
CN(C)Cc1cc(CN(C)C)c(O)c(-c2ccccc2)n1	3.0%
Cc1ccc(S(=O)(=O)N(CC(=O)NCC2CCCO2)c2ccccc2Cl)cc1 (stereo not drawn)	3.0%
O=C(NC(=S)Nc1cccc(NC(=O)c2ccccc2Cl)c1)c1ccco1	15.0%
O=C(NC(=S)Nc1cccc(-c2nc3ccccc3s2)c1)c1ccc(F)cc1	0.0%
CC(=O)CN1C2=NCCN2c2ccccc21	4.0%
COc1ccc(CN2CCN(C(=O)c3cccc(Cl)c3)CC2)cc1	3.0%

Part of the list above, as comma-separated lines.
molecule,RNase H inhibition
CCc1ccc(C=Nn2c(-c3ccc(Cl)cc3Cl)n[nH]c2=S)cc1,18.0%
CCOC(=O)c1c(/N=C/c2c(O)ccc3ccccc23)sc2c1CCCC2,0.0%

The main list resumes with the three entries that preceded the break.
SMILES	RNase H inhibition
O=C(NC(=S)Nc1cccc(-c2nc3ccccc3s2)c1)c1ccc(F)cc1	0.0%
CC(=O)CN1C2=NCCN2c2ccccc21	4.0%
COc1ccc(CN2CCN(C(=O)c3cccc(Cl)c3)CC2)cc1	3.0%
Cc1cccc(OCC(=O)Nc2cc(Cl)ccc2C)c1	0.0%
CC(C)CC(=O)N1CCN(Cc2cccn2C)CC1	7.0%
Cc1ccc(-n2[nH]c(=O)c(/C=C3\C=Nc4ccccc43)c2O)cc1	12.0%
CCOC(=O)CSc1nc2sc3c(c2c(=O)n1Cc1ccccc1)CCc1ccccc1-3	9.0%
Cc1ccc2oc(-c3cccc(NC(=O)c4cccc(Cl)c4Cl)c3C)nc2c1	21.0%
COc1ccc(C(=O)Nc2nc(-c3ccc(F)cc3)cs2)cc1OC	6.0%
Cc1ccc(NC(=O)c2ccccc2C(=O)O)c([N+](=O)[O-])c1	0.0%
Cc1ccc(CNC(=O)CN(c2ccc(C)c(C)c2)S(=O)(=O)c2ccccc2)cc1	8.0%
CC(C(=O)c1ccc(-c2ccccc2)cc1)[n+]1cccc2ccccc21 (stereo not drawn)	20.0%
O=C(c1cccnc1)N1CCN(c2cccc(Cl)c2)CC1	16.0%
Clc1ccccc1CN1CCN(N=Cc2ccc(Br)cc2)CC1	11.0%
COc1ccc(C2CC(=O)C3=C(C2)NC(C)=C(C(=O)OCc2ccccc2)C3c2ccc(Br)cc2)cc1 (stereo not drawn)	10.0%
O=C(Nc1ccc(NC(=O)c2ccc(Cl)cc2Cl)cc1)c1ccccc1O	15.0%
CCC(=O)c1cc2c(cc1NC(=O)c1ccccc1)OCCO2	11.0%
Cc1cc(/C=N/NC(N)=O)c(C)n1C1CCCCC1	15.0%

Exported field by field: two of the compounds above
Cc1cccc(OCC(=O)Nc2cc(Cl)ccc2C)c1
  RNase H inhibition: 0.0%

CC(C)CC(=O)N1CCN(Cc2cccn2C)CC1
  RNase H inhibition: 7.0%

Continuation.
SMILES	RNase H inhibition
COc1ccc(C2c3c(n(C)c(=O)n(C)c3=O)N=C3c4ccccc4C(=O)C32)cc1OC (stereo not drawn)	7.0%
Cc1cc(C)c2nc3s/c(=C\c4ccc(Cl)cc4)c(=O)n3c2c1	0.0%
CCCCOc1ccccc1C1Nc2ccccc2-c2nnc(SC)nc2O1 (stereo not drawn)	5.0%
CC(C)(C)c1cc(O)c(S(N)(=O)=O)c(C(C)(C)C)c1	9.0%
CC(C)(C)c1cc(Br)c(OC(=O)Nc2ccccc2)c(C(C)(C)C)c1	16.0%
COc1cccc(NC(=S)NC(=O)c2cc(OC)c(OC)c(OC)c2)c1	14.0%
Cc1ccc(C2C3=C(CC(C)(C)CC3=O)N=C3c4ccccc4C(=O)C32)cc1 (stereo not drawn)	18.0%
COc1ccccc1OCCOc1ccc(C(C)C)cc1	8.0%
O=C(CN1C(=O)c2ccc([N+](=O)[O-])cc2C1=O)Nc1ccc(F)cc1	4.0%
COc1ccc2oc(=O)c(C(=O)Nc3cc(Cl)ccc3OC)cc2c1	9.0%
COc1ccc(N2C(=O)/C(=C\c3ccc(C)s3)C(=O)NC2=S)cc1	20.0%
O=C(CNC(=O)c1ccc(Cl)cc1)c1ccccc1	0.0%
O=C(CC(c1ccc(Cl)cc1)C1CCCC1=O)c1ccccc1 (stereo not drawn)	17.0%
CN(/N=C/c1ccc([N+](=O)[O-])o1)c1ccccc1	24.0%
CCOC(=O)C1=CC2(SC=C(C(=O)OCC)S2)C2=C(S1)C(C)(C)Nc1ccc(OC)cc12 (stereo not drawn)	8.0%
COc1cc(C=O)ccc1OCCOc1cc(C)cc(C)c1	2.0%
COc1ccc(/C=C2\C(=O)NC(=O)N(c3cccc(C)c3)C2=O)c(OC)c1OC	9.0%
O=C(Nc1ccc(Nc2ccccc2)cc1)c1ccco1	13.0%
CC(C)(C)C1=CC(=Nc2ccc3c(c2)OCCO3)C=C(C(C)(C)C)C1=O	18.0%
COc1cc(/C=C2/C(=O)ON=C2c2ccccc2)ccc1O	6.0%
O=C(Nc1sc2c(c1C(=O)Nc1ccccc1)CCCCC2)c1ccc([N+](=O)[O-])cc1	27.0%
Cc1ccccc1C(=O)NC(NC(=S)Nc1ccccc1Br)C(Cl)(Cl)Cl (stereo not drawn)	9.0%
Cc1ccc(OCC(=O)Nc2cccc(O)c2)cc1C	6.0%
CCOc1ccc(C(=O)Nc2ccc(C(C)=O)cc2)cc1OCC	13.0%
O=C(O)C1Nc2ccc(F)cc2C2C=CCC12 (stereo not drawn)	12.0%
Cc1c(C)c2ccc(OC(C)C)cc2oc1=O	1.0%
COc1ccc(CNC(=O)C(=O)NCCc2ccccc2)cc1	3.0%
O=C(COc1ccccc1[N+](=O)[O-])N/N=C\C=N\NC(=O)COc1ccccc1[N+](=O)[O-]	0.0%
O=C1OC(Nc2ccc(Br)cc2)(c2ccccc2)c2ccccc21 (stereo not drawn)	0.0%
C/C(=N/NC(=O)c1ccccc1N)c1ccc(O)cc1	1.0%
COc1cc(C2C(C#N)=C(N)OC(C)=C2C(C)=O)c([N+](=O)[O-])cc1OC (stereo not drawn)	2.0%
S=c1nc2c(n[nH]1)c1ccccc1n2CCc1ccccc1	2.0%
CC1=CC(C)(C)Nc2ccc(OC(=O)Cc3ccc(F)cc3)cc21	21.0%
O=C(/C=C/c1ccccc1)N1CCN(c2nc3ccc([N+](=O)[O-])cc3s2)CC1	2.0%
O=C1CC(Nc2ccc(F)cc2)C(=O)N1c1ccc(Cl)c(Cl)c1 (stereo not drawn)	8.0%
CC(C)CC(=O)n1nnc2ccccc21	8.0%
COc1cc(/C=C2\SC(N)=NC2=O)cc(Br)c1OC	19.0%
CC1=C(C(=O)Nc2cccc(Cl)c2)C(c2cccs2)NC(=S)N1 (stereo not drawn)	7.0%
Nc1sc(=S)nc2sc3c(c12)CCN(Cc1ccccc1)C3	13.0%
CC(Oc1ccccc1)C(=O)Nc1cc(C(=O)O)cc(C(=O)O)c1 (stereo not drawn)	8.0%
CCCN(CCC)CC(=O)Nc1sc2c(c1C(=O)OCC)CCC(C)C2 (stereo not drawn)	16.0%
COc1ccc(Cl)cc1C(=O)NC(=S)Nc1cccc(-c2nc3cc(C)cc(C)c3o2)c1C	15.0%
O=[N+]([O-])c1ccc(-c2noc(COc3ccc(Cl)cc3)n2)cc1	10.0%
COC(=O)C1=C(C)N(Cc2ccccc2)C(=O)/C1=C\c1ccccc1Cl	51.0%*
O=C1CC(N2CCC(O)CC2)C(=O)N1c1ccc(I)cc1 (stereo not drawn)	5.0%
COc1ccc(N2C(=O)C3C(c4ccc(Cl)cc4)OC4(C(=O)c5ccccc5C4=O)C3C2=O)c(OC)c1 (stereo not drawn)	5.0%
O=C1/C(=C/c2cc(Cl)cc(Cl)c2O)SC(=S)N1Cc1ccccc1	26.0%
O=C(O)CCCCCN1C(=O)C(=O)/C(=C(/O)c2ccccc2)C1c1ccccc1F (stereo not drawn)	0.0%
CC1(C)CC(=O)C2=C(C1)Nc1ccc3ccccc3c1C2c1cccnc1 (stereo not drawn)	9.0%
CCN1CCN(Cc2c(C)[nH]c3c(ccc4ccccc43)c2=O)CC1	7.0%
CC/C(C)=N/Nc1nnc2c(n1)[nH]c1ccccc12	6.0%
Cc1c(C(=O)OC(C)C)sc(NC(=O)c2cccc([N+](=O)[O-])c2)c1C(N)=O	27.0%
CCOC(=O)c1c(NC(=O)c2cc3ccccc3oc2=O)sc(C)c1CC	1.0%
COc1ccccc1NC(=O)C1=C(C)NC(SCC(=O)c2ccc(Br)cc2)=C(C#N)C1c1ccco1 (stereo not drawn)	13.0%
CCCOC(=O)C1=C(C)NC2=C(C(=O)CC(c3ccccc3)C2)C1c1ccccc1OCc1ccccc1 (stereo not drawn)	6.0%
CC1=C(C(=O)Nc2ccccc2C)C(c2ccccc2O)NC(=O)N1 (stereo not drawn)	0.0%
CC12C=CC(C)(O1)C1C(=O)N(c3ccccc3)C(=O)C12 (stereo not drawn)	9.0%
O=C(Nc1ccc2oc(-c3cc(Br)ccc3Cl)nc2c1)c1ccc([N+](=O)[O-])o1	20.0%
O=C1C(=O)c2ccccc2/C1=C/c1ccc([N+](=O)[O-])cc1	0.0%
O=C(c1ccc(Br)o1)N1CCN(C(c2ccccc2)c2ccccc2)CC1	8.0%
Other results:
SMILES	RNase H inhibition
CCOC(=O)c1sc(NC(=O)c2cc(Cl)ccc2OC)nc1C	6.0%
Cc1onc(-c2c(Cl)cccc2Cl)c1C(=O)Nc1ccc2c(c1)OCO2	1.0%
O=C1CCCC(O)=C1C1C2=C(CCCC2=O)Oc2ccccc21 (stereo not drawn)	10.0%
COc1cc(C=O)ccc1OCc1c(C)c(C)c(COc2ccc(C=O)cc2OC)c(C)c1C	10.0%
CNC(=O)/C=C1\NC(C)(C)Cc2ccccc21	0.0%
COc1ccc(N2C(=O)c3ccccc3NC2c2ccc(OC)c(CN3C(=O)c4ccccc4C3=O)c2)cc1 (stereo not drawn)	12.0%

Assay outcomes as filed in PubChem.

An excerpt (hit frequency here may not be typical).
